Screens deposited in PubChem BioAssay by Sanford-Burnham Center for Chemical Genomics.
Gli-Sufu antag = Gli-Sufu pathway antagonists, primary screen, luciferase luminescence, Sufu-KO-LIGHT cells, uHTS; Sufu-KO-LIGHT fibroblasts, Gli luciferase reporter luminescence; inhibition, % at 5 µM; 340,000 compounds, 0.74% hits; AID 588413, 2011;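 active = inhibition above about 55%, limit read from the data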;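 also: 0% = DMSO-treated cells and 100% = wells with medium but no cells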
Jurkat NFkB inh = inhibitors of induced NF-kB luciferase reporter, primary screen, TCR NF-kB activation inhibitor project, cell-based, luminescence, uHTS | 330,000 compounds, 0.53% hits | Jurkat, PMA/ionomycin-induced NF-kB luciferase reporter | inhibition, % at 4 µM
HKDC1 inhibitor = HKDC1 hexokinase inhibitors, primary screen, biochemical, fluorescence, uHTS. recombinant HKDC1, G6PDH/diaphorase resazurin coupled fluorescence. inhibition, % at 20 µM. 340,000 compounds, 0.16% hits. Q2TB90;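 active = inhibition above about 35% when tested at 20 µM, limit read from the data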;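 also: plate controls were DMSO wells with enzyme for no effect and DMSO wells lacking enzyme for full effect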
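test system = in-house recombinant HK5 (HKDC1) enzyme | amount = HKDC1 at 5 µg/mL | control set = DMSO-enzyme wells negative, buffer-substituted wells positive | compound = one dose of 20 µM, 1% DMSO | schedule = reaction time 90 min, room temperature, protected from light | technique = resorufin fluorescence at 613 nm | reagent = glucose with 1 mM ATP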
SENP8 block = SENP8 protease inhibitors, primary screen, biochemical, luminescence | AID 2540, 2010 | inhibition, % at 10 µM | 330,000 compounds, 1.2% hits | Sentrin-specific protease 8 (Homo sapiens), Q96LD8 | purified SENP8, Z-RLRGG-aminoluciferin cleavage
Target sequence (Q96LD8 whole entry, looked up): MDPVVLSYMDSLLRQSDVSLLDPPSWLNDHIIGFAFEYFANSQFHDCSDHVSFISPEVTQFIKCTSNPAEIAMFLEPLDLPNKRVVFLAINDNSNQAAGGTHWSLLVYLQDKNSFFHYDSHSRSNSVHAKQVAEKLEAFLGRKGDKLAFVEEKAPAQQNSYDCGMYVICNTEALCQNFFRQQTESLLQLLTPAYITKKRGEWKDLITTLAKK
697 NFkB inh = inhibitors of PMA/ionomycin-induced NF-kB reporter, 697 cells, primary screen, B-cell NF-kB inhibitor project, cell-based, luminescence, uHTS. 697 B-cell NF-kB luciferase reporter, 16 h. inhibition, % at 4 µM. 330,000 compounds, 0.33% hits; in the data active = inhibition above about 35%
Apaf1 inhib = inhibitors of human Apaf-1 apoptosome, primary screen, biochemical, DEVD-Rh110 fluorescence, uHTS. reconstituted apoptosome caspase-3 activity. 330,000 compounds, 0.71% hits. inhibition, % at 20 µM; active = inhibition of at least 40% at 20 µM;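 also: plate controls were DMSO wells for no effect and DEVD-CHO caspase inhibitor wells for full effect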
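Assay system – apoptosome proteins · Medium – Hepes buffer, pH 7.5 · Also added – cytochrome c with DEVD-Rh110 · Timing – 30 min compound preincubation, 50 min activation, room temperature · Detection – Rh110 fluorescence, excitation 480 nm, emission 540 nm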
UBC13 inh = UBC13 polyubiquitin chain formation inhibitors, primary screen, biochemical, TR-FRET, uHTS. Ubiquitin-conjugating enzyme E2 N (Homo sapiens), P61088. AID 485273, 2010. 330,000 compounds, 0.47% hits. inhibition, % at 20 µM; in the data active = inhibition above about 45%, passing the limit was not always enough
Target sequence (P61088 whole entry, looked up): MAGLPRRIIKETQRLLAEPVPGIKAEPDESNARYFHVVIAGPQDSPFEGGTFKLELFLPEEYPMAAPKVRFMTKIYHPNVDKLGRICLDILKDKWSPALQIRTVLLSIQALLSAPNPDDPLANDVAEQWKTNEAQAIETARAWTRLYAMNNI
SENP7 inh = SENP7 protease inhibitors, primary screen, biochemical, luminescence, uHTS; recombinant SENP7, Z-RLRGG-aminoluciferin luminescence, 40 min; Sentrin-specific protease 7 (Homo sapiens), Q9BQF6; inhibition, % at 5 µM; 330,000 compounds, 1.5% hits; AID 434973, 2010;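 active = inhibition above about 50% at the single test dose, limit read from the data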;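 also: plate controls were DMSO with enzyme for no effect and no enzyme buffer wells for full effect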
Target sequence (Q9BQF6 706-1050 limits assumed): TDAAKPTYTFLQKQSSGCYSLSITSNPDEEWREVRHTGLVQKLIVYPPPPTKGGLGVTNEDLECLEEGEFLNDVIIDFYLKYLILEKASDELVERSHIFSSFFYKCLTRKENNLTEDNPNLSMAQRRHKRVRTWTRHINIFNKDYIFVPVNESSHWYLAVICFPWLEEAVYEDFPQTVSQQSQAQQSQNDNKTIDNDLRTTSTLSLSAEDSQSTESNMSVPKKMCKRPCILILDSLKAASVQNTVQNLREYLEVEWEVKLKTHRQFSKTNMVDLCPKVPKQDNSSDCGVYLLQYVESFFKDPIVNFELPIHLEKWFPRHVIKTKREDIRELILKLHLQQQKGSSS
The depositor's hits bear a star. Rule as the data show it, unless noted: active = inhibition above about 50%; inactive = the rest.

SMILES	Gli-Sufu antag	Jurkat NFkB inh	HKDC1 inhibitor	SENP8 block	697 NFkB inh	Apaf1 inhib	UBC13 inh	SENP7 inh
Cc1ccc2[nH]c3c(N4CCN(Cc5ccccc5)CC4)ncnc3c2c1	53.4	15.4	1.7	0.0	22.4	17.4	12.5	-4.0
COc1ccc(S(=O)(=O)N2CCOCC2)cc1NC(=O)CSc1cc(C)ccc1C	3.0	-15.9	0.2	-7.4	-2.9	18.8	-6.1	-8.0
COC(=O)c1c(-c2ccc(OC)cc2)sc2ccc(N3CCOCC3)cc12	-45.6	-1.6	15.1	1.9	-95.6	23.4	14.1	4.6
O=S(=O)(Nc1ccc(O)c(Sc2nc3ccccc3s2)c1)c1ccc(Cl)cc1	4.2	-5.2	4.4	7.9	-39.8	14.0	-2.2	-0.6
COCCN(C(=O)COC(=O)/C=C/c1ccc2c(c1)OCO2)c1c(N)n(Cc2ccccc2)c(=O)[nH]c1=O	-1.4	2.3	-8.4	3.1	3.3	-5.5	0.9	0.0
Cc1c(/C=N/NC(=O)C(NC(=O)c2ccc3c(c2)OCO3)C(C)C)c2ccccc2n1C (configuration not stated)	13.0	13.7	9.0	-4.0	9.8	14.9	14.1	7.5
COc1ccc(C(=O)Nc2cccc3c2CCCC3)cc1OC	-6.1	5.1	-3.6	-6.6	-7.6	8.4	-5.9	17.0
O=C1ON=C(c2ccc([N+](=O)[O-])cc2)/C1=C/c1ccccc1O	-0.7	1.4	14.3	1.5	-3.3	-3.4	2.5	3.8
COCCCN1C(=O)C(=O)/C(=C(/O)c2ccc(S(=O)(=O)N3CCOCC3)cc2)C1c1cccc(Cl)c1 (configuration not stated)	-14.6	-11.0	-4.9	-0.5	-6.6	-11.8	-9.7	-1.1
COc1ccc(CCNC(=O)CCS(=O)(=O)c2ccc3c(c2)NC(=O)CS3)cc1OC	-8.0	13.2	-2.9	7.5	14.8	-12.8	0.1	-3.3
O=C(NCCN1CCOCC1)c1cc(-c2ccc(F)cc2)nc2ccccc12	-3.4	2.1	-6.9	3.9	18.4	2.5	1.3	-5.2
Clc1ccccc1CNCC1CCCO1 (configuration not stated)	-0.5	1.1	-6.6	-9.5	-10.7	3.5	-3.5	3.6
CCCCNC(=S)NNC(=O)c1csc(C)c1C	-6.6	-18.4	-11.3	-3.3	10.9	10.7	3.9	10.0
CC(C)C(NC(=O)C(Cc1ccccc1)NC(=O)OCc1ccccc1)C(=O)O (configuration not stated)	-5.8	-10.5	0.0	-11.0	-1.1	5.1	0.1	-6.4
COc1ccc(C)cc1NC(=O)NC1CCCc2ccccc21 (configuration not stated)	5.8	11.9	-1.8	0.5	26.8	19.4	1.6	5.3
COc1cc(C(=O)N/N=C/c2ccc3c(c2)c2ccccc2n3C)ccc1O	-0.9	17.6	-9.4	9.0	4.0	6.3	-2.5	9.9
O=C(COc1ccc2ccccc2c1)NCC1CCCO1 (configuration not stated)	-14.5	-6.3	2.7	4.8	7.3	2.5	5.3	-9.4
Cc1ccc(C2(O)CN(c3ccccc3)C3=[N+]2CCS3)cc1 (configuration not stated)	-3.4	-9.3	-2.3	-4.8	-19.9	7.8	3.8	8.9
CCOC(=O)CCCc1ccc(/C(C)=N/NC(N)=S)cc1	8.1	18.1	3.5	-5.5	18.0	-21.4	2.5	-10.9
CCn1c(Cc2ccc(OC)cc2)nnc1SCC(=O)NC1CC1	24.1	-15.3	-5.0	-12.4	1.0	8.7	-2.0	10.6

Single records (already shown).
`O=C(NCCN1CCOCC1)c1cc(-c2ccc(F)cc2)nc2ccccc12` as listed: Gli-Sufu antag: -3.4; Jurkat NFkB inh: 2.1; HKDC1 inhibitor: -6.9; SENP8 block: 3.9; 697 NFkB inh: 18.4; Apaf1 inhib: 2.5; UBC13 inh: 1.3; SENP7 inh: -5.2
`COc1ccc(CCNC(=O)CCS(=O)(=O)c2ccc3c(c2)NC(=O)CS3)cc1OC` as listed: Gli-Sufu antag: -8.0; Jurkat NFkB inh: 13.2; HKDC1 inhibitor: -2.9; SENP8 block: 7.5; 697 NFkB inh: 14.8; Apaf1 inhib: -12.8; UBC13 inh: 0.1; SENP7 inh: -3.3
`O=C(COc1ccc2ccccc2c1)NCC1CCCO1` (configuration not stated) as listed: Gli-Sufu antag: -14.5; Jurkat NFkB inh: -6.3; HKDC1 inhibitor: 2.7; SENP8 block: 4.8; 697 NFkB inh: 7.3; Apaf1 inhib: 2.5; UBC13 inh: 5.3; SENP7 inh: -9.4

Other structures:
SMILES	Gli-Sufu antag	Jurkat NFkB inh	HKDC1 inhibitor	SENP8 block	697 NFkB inh	Apaf1 inhib	UBC13 inh	SENP7 inh
Cc1c(CCC(=O)NCCCn2ccnc2)c(=O)oc2c(C)c3oc4c(c3cc12)CCCC4	-3.7	17.9	1.7	-5.9	38.1*	25.2	53.4*	3.7
Cc1ccc(-n2c(SCC(=O)Nc3ccc4c5c(cccc35)CC4)nc(O)cc2=O)cc1	1.0	-2.8	-2.1	2.0	4.1	19.3	-9.8	1.1
CN(C)S(=O)(=O)c1cccc(NC(=O)c2ccc3c(c2)OCCO3)c1	-52.9	-66.4	-0.9	-16.0	-95.4	11.3	3.1	-11.2
CCc1ccc(NC(=S)/N=C(\N)Nc2nc(C)c3cc(CC)ccc3n2)cc1	28.5	28.3	-6.7	-4.0	9.7	10.5	-9.6	3.9
O=C(N1CCOCC1)N1CCN(S(=O)(=O)c2ccc(Cl)cc2)CC1	4.9	-1.9	-2.4	0.8	-11.0	-9.0	8.7	-4.6
O=C1NN(c2ccccc2)C(=O)/C1=C\c1cccn1-c1ccc(Cl)c([N+](=O)[O-])c1	20.8	1.1	8.6	8.5	25.6	10.8	-8.2	6.3
Cc1ccc(/C=N/NC(=O)CC(=O)NCc2cccnc2)cc1	-15.5	8.6	-13.1	-11.0	-42.4	5.1	-10.9	-8.1
O=C(CN1CCN(Cc2ccccc2Cl)C1=O)NCc1ccccn1	1.8	6.6	-3.8	4.0	-2.6	-18.3	19.3	8.7
Cc1cc(=O)[nH]c(COc2ccccc2)n1	2.4	9.9	-9.8	-7.0	13.2	-14.1	3.3	-6.1
COc1ccccc1C(=O)N/C(=C\c1cn(C)c2ccccc12)C(=O)NCCCN1CCOCC1	8.2	-12.6	-6.1	-6.2	-24.7	0.5	-3.3	11.2
COc1cc(C)nc(N(Cc2ccccc2)S(=O)(=O)c2ccc(C)cc2)n1	21.7	-0.7	-0.9	2.1	23.5	-5.7	3.0	3.2
COc1ccc(/C=N/NC(=O)Nc2ccc3nsnc3c2)c(OC)c1	-31.9	-20.2	-5.5	5.4	-22.8	-4.4	1.0	6.6
CCn1cc(-c2nnnn2-c2ccc(Cl)cc2)c(=O)c2ccccc21	-1.2	0.4	-4.0	0.2	12.0	-0.7	-1.5	5.1
CC(CCc1ccc(O)cc1)NC1c2ccccc2-c2ccccc21 (configuration not stated)	19.2	-16.2	-1.6	-14.2	-23.7	7.1	-1.8	-16.2
COc1ccc(NC(=S)Nc2ccc3nsnc3c2)cc1	37.0	-1.6	2.0	95.4*	-46.5	96.5*	-48.2	88.8*
Cc1oc(-c2cccc(C(F)(F)F)c2)nc1CN1CCOCC1	-0.1	-0.3	-10.8	-3.3	6.8	0.0	-1.0	-2.1
O=C(N[C@@H](Cc1ccccc1)C(=O)OCc1ccccc1)c1nc[nH]c1C(=O)N[C@@H](Cc1ccccc1)C(=O)OCc1ccccc1	7.0	20.1	2.3	4.1	-3.3	17.4	-38.1	4.7
O=C(Nc1ccc(S(=O)(=O)N2CCCCC2)cc1)C1CC(=O)N(c2ccc(Cl)cc2)C1 (configuration not stated)	0.9	25.9	4.1	1.7	6.7	14.7	5.3	2.6
COc1cccc(CN2CCN(CC(=O)NCCc3ccccc3)CC2)c1	-9.0	-6.0	-7.4	-11.3	-8.3	-2.4	-3.3	7.0
CCOc1ccc(C2C(C(=O)NC)=C(C)Nc3nc4ccccc4n32)cc1OC (configuration not stated)	5.7	6.3	1.1	-5.0	11.6	1.1	-18.3	-8.0
Cc1ccc2c(c1C)OC(=O)CC2c1ccccc1 (configuration not stated)	3.2	-2.5	-2.8	-4.6	1.7	-4.0	6.8	11.5
O=C(CNS(=O)(=O)c1ccc(Cl)cc1)N1CCN(c2ccc(F)cc2)CC1	4.5	-4.4	-1.4	-13.8	-11.6	15.8	-4.8	-9.1
CC(C(=O)Nc1ccc(S(=O)(=O)N2CCOCC2)cc1)N1C(=O)C2CC=CCC2C1=O (configuration not stated)	-6.5	16.3	5.9	-4.4	-0.2	9.3	1.2	-5.1
O=C(NCc1cccnc1)c1ccc(COc2ccccc2Cl)o1	0.4	56.1*	-7.9	-15.6	-7.0	3.2	-0.7	-5.3
COc1cccc(/C(O)=C2/C(=O)C(=O)N(Cc3ccco3)C2c2ccncc2)c1 (configuration not stated)	2.1	-3.7	2.5	-4.0	-0.1	1.3	-3.4	3.5
COc1cc(NC(=O)c2cc(C)no2)c(OC)cc1Cl	7.3	10.3	-3.3	2.5	10.8	-4.9	9.7	2.9
COc1ccc(NC(=S)Nc2ccc(OCc3ccccc3)cc2)c(OC)c1	4.0	9.3	0.2	-1.7	4.2	9.3	7.5	4.8
c1ccc2nc3c(cc2c1)CCCCCC3	-9.3	8.5	-4.4	-1.0	0.6	-0.8	-2.5	2.1
CC(=O)CCc1c[nH]c2c(C(=O)O)cccc12	-13.8	2.6	-5.2	-4.4	9.1	6.4	-1.9	-3.1
O=C(O)CCC(=O)NNc1nc(-c2ccccc2)c2cc(Cl)ccc2n1	6.1	9.0	-4.6	-6.5	3.2	13.3	0.7	-3.5
Cc1noc(C)c1NC(=O)Nc1ccc2c(c1)C(=O)N([C@H](C)CO)C[C@H](C)[C@@H](CN(C)C(=O)Nc1ccc(C(F)(F)F)cc1)O2	-13.8	-11.2	-7.0	-15.5	-17.6	8.5	-15.3	-6.6
N#CC1=C(N)NC(=S)C(C(N)=O)C1c1ccccc1F (configuration not stated)	1.1	10.5	16.5	1.4	10.5	16.9	-5.9	5.3
CC(C)c1ccc(NC(=S)N2CCCC(c3ccc(F)cc3)=N2)cc1	-5.2	-4.0	-2.7	-3.8	20.2	-34.8	-7.1	5.2
COc1ccccc1-n1c(SCC(=O)NC2CCS(=O)(=O)C2)nc2cc([N+](=O)[O-])ccc21 (configuration not stated)	-3.2	3.4	-4.6	3.0	11.4	2.1	-4.2	8.9
CCCOc1ccc(CNC(=O)Cn2ncc3ccccc32)cc1	-26.3	-33.8	-5.8	-15.0	-20.7	2.0	6.4	-6.8
CCN(CC(=O)NCc1ccc(F)cc1)C(=O)c1ccc(COc2ccccc2)cc1	-9.7	-35.5	2.3	9.6	-34.7	15.7	5.0	1.0
Cc1ccc(OCCNC(=O)c2ccc(C)o2)cc1	-2.9	4.4	-1.8	2.7	-8.6	3.2	-11.2	-7.4
CC(NC(N)=O)C(=O)OCC(=O)c1ccc(-c2ccccc2)cc1 (configuration not stated)	13.6	-0.7	1.6	17.1	4.2	-1.5	-0.7	26.1
OC1(c2ccc(F)cc2)CCN(Cc2cccnc2)CC1	7.1	6.4	1.7	0.3	-1.8	2.5	-5.0	1.6
O=C(c1ccco1)N1CCN(Cc2cccc(C(F)(F)F)c2)CC1	12.9	10.3	-0.2	-1.5	-34.7	-8.1	0.0	-7.1
